N370S GC: inhibits or activates N370S mutant glucocerebrosidase; P04062; N370S GC spleen homogenate, 4MU-glucoside fluorescence; Potency, µM (doses to about 59.4 µM), for inactives: top-dose activity change, negative = inhibition, hits mostly inhibitors; hit rate 0.092% among 330,000; AID 2101;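 further: 0% = full enzyme activity and -100% = no enzyme basal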
DT40 TDP1 CPT: DT40-hTDP1 cell growth loss with CPT; chicken DT40 Tdp1-/-;hTDP1 cells + 20 nM CPT, ATP luminescence, 48 h; Potency, µM (highest dose often 46.2 µM), for the others: top-dose activity change, negative = growth inhibition, most hits filed as inhibitors; hit rate 12% among 420,000; AID 686979; further: nearly all actives have a fitted effect of over 55% in size
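Chicken DT40 Tdp1-/- cells complemented with human TDP1, 400 cells/well, exposed to compounds plus 20 nM camptothecin for at least 48 h at 37 C; viability read as ATP content by CellTiter-Glo luminescence.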
FEN1 inhibitor: inhibitors of human flap endonuclease 1; AID 588795; P39748; Potency, µM (doses to about 114 µM), for inactives: top-dose activity change, negative = inhibition, most hits filed as inhibitors; hit rate 0.35% among 390,000; Recombinant FEN1 flap cleavage, fluorescence, 15 min; further: nearly all actives have a fitted effect of over 65% in size
Target sequence (P39748 whole entry, looked up): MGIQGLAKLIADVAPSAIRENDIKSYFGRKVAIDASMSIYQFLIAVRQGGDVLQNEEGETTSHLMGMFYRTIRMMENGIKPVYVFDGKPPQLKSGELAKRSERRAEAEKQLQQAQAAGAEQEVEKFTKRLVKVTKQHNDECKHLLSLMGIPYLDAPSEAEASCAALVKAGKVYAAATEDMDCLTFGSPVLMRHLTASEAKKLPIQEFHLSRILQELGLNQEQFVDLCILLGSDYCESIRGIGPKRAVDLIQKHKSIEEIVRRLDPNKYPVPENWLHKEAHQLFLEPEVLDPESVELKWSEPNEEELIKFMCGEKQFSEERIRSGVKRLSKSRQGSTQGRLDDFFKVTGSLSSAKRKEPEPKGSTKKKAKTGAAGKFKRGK
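Recombinant FEN1 (10 nM) was preincubated with pin-transferred compounds for 15 min at room temperature, then flap DNA substrate (50 nM final) was added. Plates were read at 0 and 15 min, and normalized concentration–response data were fitted to a four-parameter Hill equation.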
* hit, by the source's call; ? = inconclusive; nt = not tested or not shown; & = joins results of further samples. The call rests on the fitted dose curve; in most records, active means well fitted curve in the direction sought with a large enough effect; inconclusive means small, poorly fitted or top-dose-only effect, or another doubt; inactive means no such curve, though single readings can be large; an effect the other way counts as inactive or inconclusive. Unless noted, on the % scale 0 is the no-effect control and ±100 the full control effect; potency means the concentration at half of the fitted maximal effect.

| SMILES | N370S GC | DT40 TDP1 CPT | FEN1 inhibitor |
| --- | --- | --- | --- |
| CC1=C(C(=O)Nc2ccccc2)C(c2ccc(C)o2)N2C(=O)CSC2=N1 (stereo unspecified) | 1.8% | -17.3% | -3.3% |
| FC(F)(F)c1ccc2c(c1)n(Cc1ccccc1)c1[n+]2CCCCC1 | 0.4% | ? | 4.9% |
| Cc1ccc(S(=O)(=O)N(C)Cc2ccc(C(=O)N/N=C3\CCCC(=O)C3)cc2)cc1 | -16.3% | 4.8% | 0.6% |
| Cc1cnc(NC(=O)CN2C(=O)C3CC=CCC3C2=O)s1 (stereo unspecified) | -5.2% | -6.3% | 4.8% |
| CCOC(=O)C1CCN(C(=O)C2CC(=O)N(c3ccc4c(c3)OCCO4)C2)CC1 (stereo unspecified) | -18.1% | -14.2% | 15.5% |
| COC(=O)CNc1nc(OC)nc(N(C)C)n1 | 3.1% | 1.5% | 0.6% |
| O=c1c(-c2ccc(F)cc2)nc2cnc(Oc3cccc(Cl)c3)nc2n1C[C@H]1CCCO1 | 4.1% | ? | nt |
| CC(=O)NCc1ccc(C(=O)COC(=O)COc2ccccc2)s1 | nt | -12.2% | 4.7% |
| COc1ccc2c(c1)OCC(Cc1ccc(OC)c(O)c1)C2=O (stereo unspecified) | -10.9% | 0.731µM* | nt |
| CCC(=O)Nc1ccc(NC(=O)c2ccc3c(c2)OCO3)cc1 | nt | -4.3% | -4.9% |
| CC(C)C[C@H](NC(=O)c1nc[nH]c1C(=O)NC1CCNCC1)C(=O)OCc1ccccc1 | -11.0% | -8.2% | 20.1% |
| COc1ccc(CN2CC(=O)N3[C@H]4c5ccccc5OC[C@@H]4[C@H](c4ccccc4)[C@]3(C)C2=O)cc1 | nt | ? | -1.8% |
| Cc1ccc(/C=N/N2C(=O)c3ccccc3NC2c2ccc(C)cc2)cc1 (stereo unspecified) | 3.5% | -0.2% | -15.3% |
| O=C(NC1CCN(c2ncccn2)CC1)c1ccccc1F | -3.9% | -4.2% | 18.0% |
| COc1ccc(NC(=O)COC(=O)C23CC4CC(CC(Cl)(C4)C2)C3)c(OC)c1 | ? | -5.7% | -0.6% |

Additional entries
| SMILES | N370S GC | DT40 TDP1 CPT | FEN1 inhibitor |
| --- | --- | --- | --- |
| CCOC(=O)c1[nH]c2ccc(OC)cc2c1NC(=O)c1ccc2c(c1)OCO2 | 1.6% | ? | -1.7% |
| CN(C1=NC(=O)C(CC(=O)Nc2ccc(Br)cc2)S1)c1ccc(O)cc1 (stereo unspecified) | -28.7% | ? | -0.5% |
| CCCn1c2ccccc2c2nnc(SCc3[nH]c(=O)[nH]c3C(=O)CCCCC(=O)OCC)nc21 | 9.0% | ? | 2.6% |
| CC(NC(=O)c1c(O)c2ccccc2n(C)c1=O)c1ccccc1 (stereo unspecified) | -2.4% | 23.1µM* | -11.4% |
| Cc1oc(-c2ccc(Cl)cc2)nc1CS(=O)CC(=O)NCCCN(C)C1CCCCC1 (stereo unspecified) | -3.1% | ? | 5.0% |
| CC(C)[C@H](NC(=O)[C@@H]1Cc2c([nH]c3ccccc23)C2c3ccccc3C(=O)N21)C(=O)N1CCC[C@@H]1C(=O)O (stereo partly specified) | 0.9% | 1.4% | 4.9% |
| O=C(NC1CCCCCCC1)c1cnccn1 | 0.8% | 9.3% | -0.8% |
| CC(=O)Nc1ccc(NC(=O)C(C)c2cccc(C(=O)c3ccccc3)c2)cc1 (stereo unspecified) | 9.1% | 17.8% | 1.4% |
| CC1(C)CC(=O)C2=C(C1)NC(Nc1nc3ccccc3o1)=NC2c1ccccc1Cl (stereo unspecified) | nt | 5.62µM* | -6.6% |
| CCOC(=O)Cc1csc(NC(=S)NC(=O)c2ccccc2)n1 | -11.2% | ? | 10.8% |
| Cc1ccccc1C(=O)Nc1nnc(CC(=O)N/N=C/c2ccncc2)s1 | 5.2% | 3.8% | 0.3% |
| Cc1ccc(C)c(NC(=O)C2CCCN2C(=O)NC2CCCCC2)c1 (stereo unspecified) | -0.9% | 9.1% | -5.3% |
| Cc1ccc(C)c(NC(=O)C(c2ccccc2)N2Cc3ccccc3C2=O)c1 (stereo unspecified) | nt | ? | 0.0% |
| Cc1nn(C(=O)c2nn(C)cc2Cl)c(C)c1Br | 9.9% | -2.3% | 0.7% |
| COc1ccc(-c2noc(CCCC(=O)NCC3CCCO3)n2)cc1 (stereo unspecified) | 1.9% | -10.0% | 0.2% |

(list continues)
| SMILES | N370S GC | DT40 TDP1 CPT | FEN1 inhibitor |
| --- | --- | --- | --- |
| CCc1cccc(NC(=O)C2CC2c2ccccc2)c1 (stereo unspecified) | 16.9% | 6.8% | -10.9% |
| CCC(C)(C)NC(=O)CN(C(=O)CNS(=O)(=O)c1ccccc1)c1ccccc1 | 7.2% | 2.3% | 1.9% |
| COc1ccc(CNC(=O)c2ccc3c(c2)N(Cc2ccc(C)cc2)CCS3)cc1 | nt | ? | -14.7% |
| Cc1ccc(S(=O)(=O)N(Cc2nc(-c3ccc(Cl)cc3)no2)C2CCCCC2)cc1 | nt | 16.4µM* | -7.3% |
| COc1ccc(OC)c(C(=O)c2ccc(C(=O)N3CCCCC3)cc2)c1 | -10.8% | -24.1% | -8.1% |
| CCCCOc1ccc(-c2nnn(CC(=O)c3c[nH]c4ccccc34)n2)cc1 | -3.5% | ? | 1.9% |
| CCOC(=O)c1cccc(Nc2cc(C)nc(C)n2)c1 | nt | ? | 1.9% |
| CC(=O)NN1C(=O)/C(=C/c2ccc(Br)o2)SC1=S | -7.2% | ? | 39.8µM* |
| COC(=O)c1nccc2c1[nH]c1ccccc12 | -5.8% | ? | 9.0% |
| CCN(CC)c1ccc(NC(=O)c2cnn3c(C(F)F)cc(-c4ccccc4)nc23)cc1 | nt | ? | -5.4% |
| COc1ccc(CN(C)CC(=O)Nc2cc(OC)c([N+](=O)[O-])cc2C)c(OC)c1 | -2.1% | 13µM* | -11.4% |
| CCN(CC(=O)Nc1c(F)cccc1F)C(=O)c1ccc(OCC(=O)N2CCOCC2)c(OC)c1 | nt | 11.3% | -3.1% |
| CN(CCc1ccccn1)c1ncnc2[nH]ncc12 | 3.9% | -14.9% | -13.1% |
| COc1ccc(NC(C)=O)cc1NC(=O)c1cccc(S(=O)(=O)N2CCc3ccccc32)c1 | nt | -16.3% | -0.4% |
| CC(=O)c1ccc(NC(=O)C2=CC(c3ccc4c(c3)OCO4)=NS(=O)(=O)N2C)cc1 | 1.2% | ? | 3.7%&14.0% |

Laid out differently: four of the compounds above
The line under a structure holds: N370S GC, DT40 TDP1 CPT, FEN1 inhibitor
CCC(C)(C)NC(=O)CN(C(=O)CNS(=O)(=O)c1ccccc1)c1ccccc1
→ 7.2%, 2.3%, 1.9%
CCc1cccc(NC(=O)C2CC2c2ccccc2)c1 (stereo unspecified)
→ 16.9%, 6.8%, -10.9%
CCN(CC(=O)Nc1c(F)cccc1F)C(=O)c1ccc(OCC(=O)N2CCOCC2)c(OC)c1
→ nt, 11.3%, -3.1%
CN(CCc1ccccn1)c1ncnc2[nH]ncc12
→ 3.9%, -14.9%, -13.1%

(list continues)
| SMILES | N370S GC | DT40 TDP1 CPT | FEN1 inhibitor |
| --- | --- | --- | --- |
| O=c1[nH]nc(CNc2ccc(C(F)(F)F)cc2)c2ccccc12 | -0.3% | 11.6µM* | 14.0% |
| O=C(CC1CCCCC1)NCc1ccccc1 | -4.2% | -27.5% | -2.5% |
| Cc1ccc(-c2nc(N)n(C(=O)Cc3ccccc3)n2)cc1 | -2.4% | -17.0% | -0.9% |
| [O-]/[N+](=N\Nc1ccc(Cl)cc1)c1ccccc1 | nt | 0.9% | 2.1% |
| CCN(CC)CCNC(=O)C12CC3CC(C)(CC(C)(C3)C1)C2 | -11.6% | ? | 8.3% |
| O=C(O)CN1C(=O)CCS(=O)c2ccccc21 (stereo unspecified) | -1.1% | 0.5% | -1.5% |
| O=C(Nc1cccc(F)c1)N1CCCC2(CCNCC2)C1 | -24.6% | -22.8% | nt |
| Cc1ccccc1OCC(=O)O/N=C(\N)Cc1ccc(Cl)cc1 | nt | -10.1% | -23.4% |
| CC(C)(C)OC(=O)NCC(=O)NCC(=O)OCc1ccccc1 | 0.2% | -15.8% | -3.3% |
| O=C(Oc1ccc2ccc(O)cc2c1)c1ccccc1Cl | -6.7% | -12.9% | 0.0% |
| CCc1noc(-c2ccc(N3CCCCC3)c([N+](=O)[O-])c2)n1 | nt | ? | 13.0% |
| COc1cc(CC(=O)OCC(=O)NCCc2ccc(S(N)(=O)=O)cc2)cc(OC)c1OC | nt | 9.6% | 4.2% |
| CC1CCN(c2ncnc3ccccc23)CC1 | 1.4% | 13µM* | 1.6% |
| Cc1ccc(NC(=O)c2ccc(OC(=O)CCN3C(=O)c4ccccc4C3=O)cc2)cc1 | -10.0% | -28.5% | -5.5% |
| CC(=O)Nc1cccc(-c2cn3cccnc3n2)c1 | nt | 3.0% | -3.9% |

Rewritten with values under each structure: four of the compounds above.
Fields – N370S GC, DT40 TDP1 CPT, FEN1 inhibitor
Cc1ccc(-c2nc(N)n(C(=O)Cc3ccccc3)n2)cc1
 : -2.4%, -17.0%, -0.9%
[O-]/[N+](=N\Nc1ccc(Cl)cc1)c1ccccc1
 : nt, 0.9%, 2.1%
CCN(CC)CCNC(=O)C12CC3CC(C)(CC(C)(C3)C1)C2
 : -11.6%, ?, 8.3%
O=C(O)CN1C(=O)CCS(=O)c2ccccc21 (stereo unspecified)
 : -1.1%, 0.5%, -1.5%

(continued)
COc1ccc(C(=O)OCC(=O)Nc2ccc(N3CCOCC3)cc2)cc1
  N370S GC = nt
  DT40 TDP1 CPT = -19.1%
  FEN1 inhibitor = -3.3%

CCCCc1nnc(NC(=O)CCS(=O)(=O)c2ccc(C)cc2)s1
  N370S GC = nt
  DT40 TDP1 CPT = 13µM*
  FEN1 inhibitor = -4.3%

Cc1ccc(-c2nnc(Nc3ccc(C(N)=O)cc3)c3ccccc23)cc1S(N)(=O)=O
  N370S GC = nt
  DT40 TDP1 CPT = 10.0%
  FEN1 inhibitor = -21.5%

Cc1onc(-c2ccccc2Cl)c1C(=O)NC1CCCCCC1
  N370S GC = -2.0%
  DT40 TDP1 CPT = 25.9µM*
  FEN1 inhibitor = -8.3%

COc1cccc(/C=C/c2ccccn2)c1O
  N370S GC = 18.7%
  DT40 TDP1 CPT = 1.1%
  FEN1 inhibitor = -6.2%

Cc1ccc(NC(=O)CCC(=O)N2CCN(S(=O)(=O)c3ccc(C)cc3)CC2)cc1
  N370S GC = nt
  DT40 TDP1 CPT = -16.7%
  FEN1 inhibitor = -12.2%

Cc1cc(C)c(OCC(=O)OC(C)C(=O)N2CCc3ccccc32)c(C)c1 (stereo unspecified)
  N370S GC = 7.9%
  DT40 TDP1 CPT = 15.5%
  FEN1 inhibitor = -11.2%

CCCNC(=O)/C(C#N)=C1\N=C(NC(=O)c2ccco2)c2ccccc21
  N370S GC = 3.0%
  DT40 TDP1 CPT = 16.4µM*
  FEN1 inhibitor = -5.8%

CSc1ccc(-c2nc(CSCC(=O)NCCCN3CCCC3=O)c(C)o2)cc1
  N370S GC = -15.5%
  DT40 TDP1 CPT = -25.5%
  FEN1 inhibitor = 2.4%

N#C/C(=C(/O)CCCl)c1ccccn1
  N370S GC = ?
  DT40 TDP1 CPT = -6.4%
  FEN1 inhibitor = -2.0%

CC(C)(C)c1ccccc1OCC(=O)NCc1ccccc1
  N370S GC = 20.4%
  DT40 TDP1 CPT = ?
  FEN1 inhibitor = -11.5%

O=C(Nc1cccc(/C=C/c2ccccn2)c1)c1ccc(-n2cncn2)c([N+](=O)[O-])c1
  N370S GC = -6.1%
  DT40 TDP1 CPT = 16.4µM*
  FEN1 inhibitor = 6.0%

N#C/C(=C\c1c(N2CCCCC2)nc2ccccn2c1=O)C(=O)NCc1ccco1
  N370S GC = -1.1%
  DT40 TDP1 CPT = -0.3%
  FEN1 inhibitor = -1.2%

Cc1oc2nc(SCC(=O)NC3CCCCC3)nc(N)c2c1C
  N370S GC = nt
  DT40 TDP1 CPT = -26.0%
  FEN1 inhibitor = 4.8%

Cc1cc(C(=O)CSc2nncs2)c(C)n1Cc1ccco1
  N370S GC = -1.0%
  DT40 TDP1 CPT = -17.0%
  FEN1 inhibitor = -0.4%

COc1ccc(/C=N/N(C)C2=NS(=O)(=O)c3ccccc32)cc1
  N370S GC = -9.6%
  DT40 TDP1 CPT = 9.0%
  FEN1 inhibitor = 7.7%

Cc1ccc(NC(=O)c2cccnc2)c([N+](=O)[O-])c1
  N370S GC = -0.2%
  DT40 TDP1 CPT = 18.4µM*
  FEN1 inhibitor = -1.3%

S=c1[nH]c2ccc3ccccc3c2[nH]1
  N370S GC = -4.3%
  DT40 TDP1 CPT = -13.3%
  FEN1 inhibitor = 1.9%

O=C(CSc1ccc(-c2cccs2)nn1)N1CCCCCC1
  N370S GC = -1.5%
  DT40 TDP1 CPT = ?
  FEN1 inhibitor = 6.0%

CCCCCC1=NN2C(=O)CC(=O)N=C2S1
  N370S GC = -1.7%
  DT40 TDP1 CPT = -18.2%
  FEN1 inhibitor = 8.5%

A portion of the library; the hit share may differ from the screen's.
